Compound activity as filed in PubChem.
TRPC4 potent: allosteric potentiators of mouse TRPC4 channel | Q9QUQ5 | HEK293 TRPC4beta/mu-opioid, DAMGO EC20, Fluo-4 Ca2+ flux; hits give high values | B-score at 10 µM | 310,000 compounds, 0.42% hits | AID 2227;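 active means B-score of calcium response area above 5 SD of library B-scores, with initial fluorescence ratio within 5 SD of library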;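 further: B-score of integrated fluorescence ratio over time as area under calcium response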
MrgX1 agonist: agonists of human MrgX1 receptor; MrgX1-HEK293 cells, Fluo-4 calcium fluorescence, agonist mode; hits give high values; B-score at 10 µM; Q96LB2; 310,000 compounds, 0.44% hits;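 active means calcium response B-score plate-corrected fluorescence ratio at least 3 library SD, with starting fluorescence B-score inside 5 SD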
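Test system: HEK293 cells stably expressing human MrgX1 receptor; Input: fifteen thousand cells per well; Dosing: compound delivered in addition one of three; Schedule: overnight seeding, then 1 h dark dye loading; Technique: Fluo-4 NW calcium fluorescence; Measure: B-scored fluorescence response ratio; Controls: positive and negative controls per plate.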
TRPC6 inhibitor: mouse TRPC6 channel inhibition; Q61143; HEK293-TRPC6, membrane potential dye, ACh-evoked depolarization; hits give low values; B-score at 10 µM; 310,000 compounds, 1.1% hits; AID 2553;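 active means B-score under library mean minus 3 SD, initial fluorescence not abnormally high, positive integrated signal ratio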;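 further: B-score derived from integrated fluorescence ratio over the kinetic read; more negative B-score means stronger inhibition of depolarization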
Target sequence (Q61143 whole entry, looked up): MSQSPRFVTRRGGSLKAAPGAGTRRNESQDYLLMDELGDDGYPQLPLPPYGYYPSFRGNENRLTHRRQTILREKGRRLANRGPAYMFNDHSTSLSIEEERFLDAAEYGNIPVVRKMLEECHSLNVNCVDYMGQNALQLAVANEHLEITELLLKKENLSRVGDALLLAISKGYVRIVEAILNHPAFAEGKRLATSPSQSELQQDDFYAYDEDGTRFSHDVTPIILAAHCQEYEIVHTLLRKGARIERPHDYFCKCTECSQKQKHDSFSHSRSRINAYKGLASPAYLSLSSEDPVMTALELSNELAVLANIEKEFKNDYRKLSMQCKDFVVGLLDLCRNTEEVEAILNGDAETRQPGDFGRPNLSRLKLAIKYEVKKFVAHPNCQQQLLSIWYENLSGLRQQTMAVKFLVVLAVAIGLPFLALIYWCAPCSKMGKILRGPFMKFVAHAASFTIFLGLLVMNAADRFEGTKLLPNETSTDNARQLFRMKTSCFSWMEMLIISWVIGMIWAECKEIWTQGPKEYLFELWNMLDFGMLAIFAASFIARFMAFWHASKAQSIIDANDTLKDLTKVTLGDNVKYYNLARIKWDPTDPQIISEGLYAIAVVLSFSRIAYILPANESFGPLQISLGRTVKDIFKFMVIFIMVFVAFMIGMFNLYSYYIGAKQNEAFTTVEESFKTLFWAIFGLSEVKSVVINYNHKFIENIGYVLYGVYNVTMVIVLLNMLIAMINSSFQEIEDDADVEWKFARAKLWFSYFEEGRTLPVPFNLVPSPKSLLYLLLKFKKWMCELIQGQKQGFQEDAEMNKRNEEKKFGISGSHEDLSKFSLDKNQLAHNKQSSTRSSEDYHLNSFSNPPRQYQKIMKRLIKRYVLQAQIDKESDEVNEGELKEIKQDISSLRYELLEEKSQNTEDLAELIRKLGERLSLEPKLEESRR
MrgX1 PAM: allosterically activates human MrgX1 receptor signaling; 310,000 compounds, 0.63% hits; B-score at 10 µM; MrgX1-HEK293, Fluo-4 calcium flux, FDSS; hits give high values;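 active means plate-corrected calcium response at least 3 library SD above typical, normal starting fluorescence, not activating the receptor alone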;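 further: compound read alongside a low EC10 to EC30 dose of BAM8-22 agonist; peak minus trough fluorescence over baseline measured at the second addition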
MrgX1 antagonist: human MrgX1 receptor antagonism, primary screen; Q96LB2; MRGX1-HEK293 calcium flux, Fluo-4, BAM8-22 antagonism; hits give low values; B-score at 10 µM; 310,000 compounds, 1.3% hits;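 active means calcium-response B-score plate-corrected more than 3 library SD below zero, starting fluorescence within 5 deviations, no agonist response on first addition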;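 further: peak minus trough fluorescence over baseline after final BAM8-22 challenge near maximal dose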
ANO1 block: inhibitors of mouse TMEM16A calcium-activated chloride channel; HEK293 TMEM16A/YFP iodide influx fluorescence, ionomycin; normalized B-score (activity score, 25-100; higher = stronger inhibition) at 10 µM; 310,000 compounds, 1.2% hits;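 active means ratio plate-corrected score three or more library SD toward inhibition, starting fluorescence score within five deviations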;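 further: score derived from kinetic fluorescence span divided by baseline fluorescence per well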
TMEM16A act: mouse TMEM16A channel activation, primary screen; B-score at 10 µM; AID 623877; HEK293 TMEM16A/YFP-H148Q/I152L, iodide quench fluorescence; hits give low values; Q8BHY3; 340,000 compounds, 0.3% hits;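 active means fluorescence-ratio B-score plate-corrected deviation score at least 3 library SD below zero, with starting fluorescence score within 5 deviations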;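 further: channel opened by trigger with iodide after compound preincubation; score built on the fluorescence ratio of max minus min over baseline; more negative score means more quench and so TMEM16A activation or potentiation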
TRPC4 agonist: activators of mouse TRPC4 channel | Q9QUQ5 | HEK293 TRPC4beta/mu-opioid, Fluo4 calcium fluorescence; hits give high values | B-score at 10 µM | 310,000 compounds, 0.49% hits | AID 2237;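 active means B-score above 5 SD of library B-scores, and initial fluorescence ratio not above library mean plus 5 SD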;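 further: positive B-score marks a calcium rise read as TRPC4 activation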
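Test system: HEK293 cells stably co-expressing mouse TRPC4beta and mu-opioid receptor | Schedule: Fluo4 dye loading 45 min at room temperature, 110 s recording | Measured by: Kinetic Fluo4 calcium fluorescence, 5 s baseline at 1 Hz | Evaluation: B score of integrated ratio | Controls: Buffer (low) and maximal DAMGO (high)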
TRPC4 inh: TRPC4 (mouse) channel inhibition | Q9QUQ5 | 300,000 compounds, 0.39% hits | HEK293 TRPC4beta/mu-opioid, DAMGO-evoked Fluo4 calcium flux; hits give low values | B-score at 10 µM;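 active means B-score over 3 SD under the library average, no early fluorescence shift, positive overall ratio signal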
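Assay system: HEK293 cells with stable TRPC4beta plus mu-opioid receptor expression. Dosing: single dose. Measured by: Fluo4 Ca2+ flux fluorescence. Also added: DAMGO in two steps, submaximal then maximal. Read-out: B score from integrated Fluo4 fluorescence ratio.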
TRPC6 act: mouse TRPC6 channel activation | HEK293-TRPC6 membrane potential dye fluorescence; hits give high values | B-score at 10 µM | 310,000 compounds, 0.13% hits | AID 2550;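 active means B-score of the integrated fluorescence ratio above library mean plus 3 SD, and starting fluorescence ratio within library mean plus 5 SD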;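 further: higher score means more depolarization so channel activation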
RGS4 block: human RGS4 inhibition; B-score at 10 µM; HEK293 M3R/RGS4 inducible, Fluo-4 calcium flux; hits give high values; triggered by carbachol at its EC20; 310,000 compounds, 0.45% hits; P49798; AID 463165;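 active means B-score, a plate-corrected calcium signal, over three deviations above library mean, with baseline fluorescence within five deviations of library mean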;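 further: RGS4 expression induced by doxycycline in cells with stable M3 receptor; B-score is computed from the integrated fluorescence ratio over baseline after carbachol; higher B-score means a larger calcium signal and so more RGS4 inhibition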
* = called active by the depositor; i = inactive; / = no result given.

SMILES	TRPC4 potent	MrgX1 agonist	TRPC6 inhibitor	MrgX1 PAM	MrgX1 antagonist	ANO1 block	TMEM16A act	TRPC4 agonist	TRPC4 inh	TRPC6 act	RGS4 block
COc1cc(C)c(Br)cc1S(=O)(=O)NCc1ccncc1	i	i	i	i	i	i	i	i	i	i	i
Cc1cc(C)c(S(=O)(=O)c2cccc(C)c2C)c(=O)[nH]1	i	i	i	i	i	i	i	i	i	i	i
CCN(CC)S(=O)(=O)c1ccc(NN=C2CCN(C)CC2)c([N+](=O)[O-])c1	i	i	-7.2*	i	i	i	i	i	i	i	i
COC(=O)c1cc(Cl)cc(Cl)c1OS(=O)(=O)N(C)C	i	i	i	i	i	i	i	i	i	i	i
CCCC(C1=C(O)CC(C)(C)CC1=O)C1C(=O)CC(C)(C)CC1=O (stereo not given)	i	i	i	i	i	i	i	i	i	i	i
OCC[C@H]1C[C@H](O)[C@@H](O)[C@@]2(OCCCc3ccccc32)O1	/	i	/	i	i	i	i	/	/	/	/
O=C(O)c1c2c(nc3ccc(S(=O)(=O)N4CCC(C(=O)NCc5ccc(Cl)cc5)CC4)cc13)CCCC2	i	i	i	i	i	i	i	i	i	i	i
O=C(Nc1ncccc1Cl)c1ccccc1F	i	i	i	i	i	i	i	i	i	i	i
CCOC(=O)C1(C)NC(c2ccccc2F)C2C(=O)N(c3cccc(C(C)=O)c3)C(=O)C21 (stereo not given)	i	i	i	i	i	i	i	i	i	i	i
CCOC(=O)C(=NCCCN(C)C)NNc1ccc(Br)cc1	i	i	i	i	i	i	i	i	i	i	i
O=C(NCC1CCCN(C(=O)CN2CCCCC2)C1)c1ccccc1Cl (stereo not given)	i	i	i	i	i	i	i	i	i	i	i
O=C(CCn1c(=S)[nH]c2ccccc2c1=O)N1CCOCC1	i	i	i	i	i	i	i	i	i	i	i
COc1cc(-c2n[nH]c(=S)n2/N=C/c2cccn2C)cc(OC)c1OC	i	i	i	i	i	i	i	52*	i	i	i
CN(C)CCC#CC1(O)c2ccccc2-c2ccccc21	i	i	i	i	i	i	i	i	i	i	i
O=C(CSc1nc(=O)[nH]c2c1CCCC2)Nc1cc(C(F)(F)F)cc(C(F)(F)F)c1	i	i	i	i	i	i	i	i	i	i	i
COCCNC(=O)CN(C(=O)CCC(=O)Nc1cc(C)on1)c1ccccc1C	i	i	i	i	i	i	i	i	i	i	i
CCCCNc1c(-c2ccc(SC(C)CC)c(OC)c2)nc2ccc(C)cn12 (stereo not given)	i	i	i	i	i	i	i	i	-6*	i	i
C/C(=N\NC(=S)Nc1c(C)cccc1C)c1ccc(OC(F)F)cc1	i	i	i	i	i	i	i	i	i	i	i
COC(=O)CNC(=O)COC(=O)/C=C/c1ccc(F)cc1	i	i	i	i	i	i	i	i	i	i	i
O=C(N/N=C/c1cc(Br)c(O)c(Br)c1)c1cc2c(ccc3ccccc32)o1	i	i	i	i	i	100*	i	i	i	i	i
O=C(CCSCc1ccccc1)Nc1ccc2c(c1)OCCO2	i	i	i	i	i	i	i	i	i	i	i
COc1ccc(C(=O)NCC(C)C)c(OC)c1	i	i	i	i	i	i	i	i	i	i	i
COc1ccc(OC)c([N+](=O)[O-])c1C(N)=O	i	i	i	i	i	i	i	i	i	i	i
CCN(c1ccccc1)S(=O)(=O)c1cc2c(cc1C)NC(=O)CO2	i	i	i	i	i	i	i	i	i	i	i
Cc1cccc(N2CCN(C(=O)c3noc4c3COc3ccc(C)cc3-4)CC2C)c1 (stereo not given)	i	i	i	i	i	i	i	i	i	i	i
CC(=O)Nc1ccc(N2C(=O)CSC2c2c(F)cccc2Cl)cc1 (stereo not given)	i	i	i	i	i	i	i	i	i	i	i
CCCN1C(=O)/C(=C2\SC(=S)N(c3c(C)n(C)n(-c4ccccc4)c3=O)C2=O)c2ccccc21	i	i	i	i	i	i	/	i	i	i	i
O=C(O)CC1(CC(=O)Nc2ccc(F)cc2F)CCCCC1	i	i	i	i	i	i	i	i	i	i	i
COc1ccc(N(CC(=O)N2CCCC(C)C2)S(=O)(=O)c2c(C)nn(C)c2C)cc1 (stereo not given)	i	i	i	i	i	i	i	i	i	i	i
CS(=O)(=O)Nc1ccc(C(=O)NCC2CCCO2)cc1 (stereo not given)	i	i	i	i	i	i	i	i	i	i	i
O=C(Nc1ncccn1)c1cc(-c2ccc(F)cc2)nc2ccccc12	i	i	i	i	i	i	i	i	i	i	i
CCn1c(C(=O)N2CCC(C(=O)NCc3cccs3)CC2)cc2sccc21	i	i	i	i	i	i	i	i	i	i	i
Cc1cccc(NC(=O)/C(C#N)=C/c2ccc[nH]2)c1C	i	i	i	i	i	i	i	i	i	i	i
Cc1cc(C)c(C)c(S(=O)(=O)N2CCN(C(=O)c3cc(=O)[nH]c4ccccc34)CC2)c1C	i	i	i	i	i	i	i	i	i	i	i
Cc1nn(-c2nc3ccccc3s2)c(N)c1Sc1ccc(F)cc1	i	i	i	i	i	i	i	i	i	i	i
O=C(CCC1CCCN(C(=O)c2ccc3c(c2)OCO3)C1)N1CCN(c2ccccn2)CC1 (stereo not given)	i	i	i	i	i	i	i	i	i	i	i
Cc1oc(-c2ccccc2)nc1CS(=O)CC(=O)N1CCc2ccccc2C1 (stereo not given)	i	i	i	i	i	i	i	i	i	i	i
Cc1ccccc1C(=O)NC(=S)NCC(=O)c1ccccc1	i	i	i	i	i	i	i	i	i	i	i
Cc1ccc(C(=O)CCNc2cccc(Br)c2)o1	i	i	i	i	i	i	i	i	i	i	i
O=C(NCc1cccnc1)c1cnn2ccccc12	i	i	i	i	i	i	i	i	i	i	i
Cc1ccc(Nc2n[nH]c(C)c2[N+](=O)[O-])cc1C	i	i	i	i	i	i	i	i	i	i	i
NS(=O)(=O)c1cccc(NC(=O)CN2CCCc3ccccc32)c1	i	i	i	i	i	i	i	i	i	i	i
O=C(Nc1cccc(-c2cn3ccccc3n2)c1)c1cccs1	i	i	i	i	i	i	i	i	i	i	i
Cc1ccc(CN2CCN(Cc3cc4ccccc4o3)CC2CCO)cc1 (stereo not given)	i	i	i	i	i	i	i	i	i	i	i
CN(C)c1cccc(C(=O)Nc2cc(C(F)(F)F)ccc2-n2cnc3ccccc32)c1	i	i	i	i	i	i	i	i	i	i	i
CCOc1cccc(/C=N/NC(=O)c2cccnc2)c1O	i	i	i	i	i	i	i	i	i	i	i
COc1ccc(N2CCN(C(=O)[C@H](C)NC(=O)c3ccccc3Cl)CC2)cc1	i	i	i	i	i	i	i	i	i	i	i
CC(=O)C1=C(O)C(=O)N(CCC(=O)O)C1c1ccccc1Cl (stereo not given)	i	i	i	i	i	i	i	i	i	i	i
CCN(CC)c1ccc(/C=N/NC(=S)NCc2ccc(OC)cc2)cc1	i	i	i	i	i	i	i	i	i	i	i
O=C(O)c1cc2ccc3ccccc3c2[nH]1	i	i	i	i	i	i	i	i	i	i	i
COc1cc(C(=O)NCC(c2ccco2)N2CCc3ccccc32)cc(OC)c1OC (stereo not given)	i	i	i	i	i	i	i	i	i	i	i
CCCN(C(=O)COC(=O)C12CCC(=O)N1c1ccccc1S2)c1c(N)n(Cc2ccccc2)c(=O)[nH]c1=O (stereo not given)	i	i	i	i	i	i	i	55*	-7*	i	i
CC(=O)Nc1ccc(NC(=O)Cn2c(CC(=O)N3CCCC3)nc3ccccc32)cc1	i	i	i	i	i	i	i	i	i	i	i
COC(=O)c1c(NC(=O)C2CCCCC2)sc2c1CCN(C(C)C)C2	i	i	i	i	i	i	i	i	i	i	i
O=C(N/N=C/c1ccc([N+](=O)[O-])o1)C(O)c1ccccc1 (stereo not given)	i	i	i	i	i	i	i	i	i	i	i
O=C1CCCC(=O)C1=Cc1c[nH]c2ccccc12	i	i	i	i	i	i	i	i	i	i	i
COc1ccc(S(=O)(=O)NCc2cccnc2)cc1C	i	i	i	i	i	i	i	i	i	i	i
Cc1ccc(-n2c(=O)cc(N3CCc4ccccc4C3)[nH]c2=O)cc1	i	i	i	i	i	i	i	i	i	i	i
NN1C(=O)/C(=C2/Sc3ccccc3N2CCCS(=O)(=O)O)SC1=S	i	i	i	i	i	i	i	i	i	i	i
CSc1nnc2c(n1)c(C)nn2-c1cccc(C)c1	i	i	i	i	i	i	i	i	i	i	i
Other structures:
SMILES	TRPC4 potent	MrgX1 agonist	TRPC6 inhibitor	MrgX1 PAM	MrgX1 antagonist	ANO1 block	TMEM16A act	TRPC4 agonist	TRPC4 inh	TRPC6 act	RGS4 block
Cc1ccc(C)c(S(=O)(=O)NCc2ccc(C(=O)N3CCOCC3)cc2)c1	i	i	i	i	i	i	i	i	i	i	i
Cc1cccc(NC(=S)N2CCCCC2c2cccnc2)c1C (stereo not given)	i	i	i	i	i	i	i	i	i	i	i
Cc1ccc(-c2nc3cnccn3c2Nc2ccc3c(c2)OCO3)cc1	i	i	-5.7*	i	i	i	i	i	i	i	i
Cc1sc2nc(-c3ccccc3)oc(=O)c2c1C	i	i	i	i	i	i	i	i	i	i	i
Cc1ccccc1C(=O)NNC(=O)c1ccc2nc[nH]c2c1	i	i	i	i	i	i	i	i	i	i	i
COc1cccc(C(=O)O/N=C(\N)c2ccccn2)c1	i	i	i	i	i	i	i	i	i	i	i
CN1CCN(C(=O)/C=C/c2c(F)cccc2Cl)CC1	i	i	i	i	i	i	i	i	i	i	i
COc1ccc(CCNC(=O)CSc2nc(N)c(C#N)c(-c3cccs3)c2C#N)cc1OC	i	i	i	i	i	i	i	i	i	i	i
O=C(OCc1cnc(Cl)s1)c1cccc(Cl)c1	i	i	i	i	i	i	i	i	i	i	i
Cc1cc(C(=O)NCCN2CCOCC2)ccc1[N+](=O)[O-]	i	i	i	i	i	i	i	i	i	i	i
O=C(Nc1ccc2c(c1)OCO2)c1cccc(Cl)c1	i	i	i	i	i	i	i	i	i	i	i
Cc1ccc(C2=NOC(=O)/C2=C\c2ccc(C)o2)cc1	i	i	i	i	i	i	i	i	i	i	i

Rows are unselected; 5.8% or so of the library scored in one or more.
